# From PubChem BioAssay
# Hsp70 act: Hsp70 transcriptional activation, primary screen. AID 1203. HeLa Hsp70 promoter luciferase reporter, luminescence; scaled: vehicle 0, proteasome-inhibitor control 100%. 200,000 tested, 0.04% active. activation, % at 10 µM;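 active = activation above the mean across all tested compounds plus 3 SD, cutoff set per campaign, cut at about 5.5% in these data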;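 note: 100% = MG132 at 30 µM as the positive control and 0% = DMSO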
# TNAP inh hi DEA: blocks human TNAP under high phosphate acceptor concentration; P05186; inhibition, % at 20 µM; 200,000 tested, 0.03% active; purified TNAP, CDP-star luminescence, 1 M DEA;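 active = over 50% inhibition of tissue-nonspecific alkaline phosphatase at 20 µM in the single-dose screen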;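 note: plate controls were DMSO wells for no effect and EDTA-quenched wells as full inhibition for full effect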
# Target sequence (P05186 whole entry, looked up): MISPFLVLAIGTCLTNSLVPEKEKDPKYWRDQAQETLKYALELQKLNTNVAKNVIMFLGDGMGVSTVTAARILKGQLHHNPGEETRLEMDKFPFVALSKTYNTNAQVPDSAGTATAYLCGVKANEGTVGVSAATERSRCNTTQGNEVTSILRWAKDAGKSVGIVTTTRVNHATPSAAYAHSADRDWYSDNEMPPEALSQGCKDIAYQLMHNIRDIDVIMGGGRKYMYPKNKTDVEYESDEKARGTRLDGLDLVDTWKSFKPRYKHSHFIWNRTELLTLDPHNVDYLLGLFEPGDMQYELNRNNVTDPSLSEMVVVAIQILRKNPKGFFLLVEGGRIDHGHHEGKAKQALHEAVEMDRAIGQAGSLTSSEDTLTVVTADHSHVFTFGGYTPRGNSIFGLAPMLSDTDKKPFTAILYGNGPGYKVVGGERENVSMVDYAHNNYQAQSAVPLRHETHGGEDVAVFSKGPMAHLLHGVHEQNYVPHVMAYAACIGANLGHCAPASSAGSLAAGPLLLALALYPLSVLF
# RAM inhibit: blocks the yeast RAM network. S. cerevisiae dse1pr::URA3 reporter, 5-FOA growth OD615, 2 d; analog-sensitive cbk1-as2 kinase mutant strain. inhibition, % at 50 µM. 190,000 tested, 1.8% active. AID 868;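 active = inhibition above a set limit, 3 SD over mean compound inhibition, cut at about 8.4% in these data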;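 note: 0% = DMSO-only wells with no growth and 100% = 10 µM 1-NA-PP1 full growth; inhibition rescues growth on 5-FOA so higher OD means more RAM inhibition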
# TNAP inh noacc: blocks human TNAP activity with no phosphate acceptor present. 200,000 tested, 0.26% active. P05186. inhibition, % at 20 µM. purified TNAP, CDP-star luminescence, 30 min. AID 1012;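 active = tissue-nonspecific alkaline phosphatase inhibition above about 50% at 20 µM in the single-dose screen, limit read from the data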;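 note: 0% = DMSO negative control and 100% = EDTA positive control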
# PMI act hi M6P: PMI (human) activation, high substrate. P34949. coupled PMI enzyme assay, resazurin fluorescence, 20 min; stronger effect = higher value; 1 = untreated enzyme, 0 = substrate-free blank. activation factor at 20 µM. 190,000 tested, 0.34% active;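 active = activation factor of 2 or more at 20 µM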
# Target sequence (P34949 whole entry, looked up): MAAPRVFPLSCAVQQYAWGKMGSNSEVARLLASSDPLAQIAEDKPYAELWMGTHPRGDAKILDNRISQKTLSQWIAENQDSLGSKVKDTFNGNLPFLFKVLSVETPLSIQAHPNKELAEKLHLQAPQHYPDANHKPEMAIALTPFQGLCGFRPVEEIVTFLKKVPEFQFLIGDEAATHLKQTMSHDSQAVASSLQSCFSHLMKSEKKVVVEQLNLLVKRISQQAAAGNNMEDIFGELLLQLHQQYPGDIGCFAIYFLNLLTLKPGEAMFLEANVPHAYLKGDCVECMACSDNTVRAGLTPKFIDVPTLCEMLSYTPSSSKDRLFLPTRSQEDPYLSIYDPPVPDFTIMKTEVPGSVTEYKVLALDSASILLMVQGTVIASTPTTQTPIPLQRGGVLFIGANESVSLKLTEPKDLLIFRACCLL
#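 Test system: human phosphomannose isomerase with PGI, G6PDH, diaphorase coupling enzymes; amount: 15 ng/mL PMI; incubation: enzyme reaction with compound 20 min at room temperature; technique: resorufin fluorescence (Ex 544/Em 590 nm) from resazurin via diaphorase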
# S1P3 antag: blocks the human S1P3 receptor. CHO S1P3 NFAT-BLA reporter, FRET fluorescence, antagonist mode. inhibition, % at 4.98 µM. Q99500. 170,000 tested, 0.27% active;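 active = inhibition above the plate cutoff, the mean inhibition of test wells on that plate plus 3 SD, cut at about 28% in these data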;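 note: cells challenged with S1P at its EC80 of 0.8 µM; blue over green emission ratio from cleaved BLA substrate after 4 h stimulation; 0% = S1P-stimulated wells and 100% = unstimulated DMSO-only wells; some compounds past the cut are filed as inactive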
# PMI act: activators of human phosphomannose isomerase | P34949 | purified human PMI, coupled resazurin fluorescence, 20 min; stronger effect = higher value; 1 = vehicle control, 0 substrate-free wells | activation factor at 20 µM | 190,000 tested, 0.005% active;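 active = activation factor of 2 or more at 20 µM, relative to plate controls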
# DTT redox prof: compounds producing H2O2 with reducing agent – biochemical, NIH compound library profiling, artefact control for MLSCN library redox annotation, primary screen; 200,000 tested, 0.03% active; DTT-dependent redox cycling H2O2, phenol red/HRP absorbance; 100% = 100 µM peroxide control, 0% = buffer; activation, % at 10 µM;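 active = activation of at least 50% relative to the plate's high and low controls in the primary single-dose screen; inactive = activation below 50%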;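 note: compound incubated with DTT at 0.8 mM final as the reducing agent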
# Efa HMGR inh: blocks class II HMG-CoA reductase of Enterococcus faecalis; purified E. faecalis HMGR, NADPH absorbance 340 nm kinetic; inhibition, % at 10 µM; 190,000 tested, 0.41% active; AID 1066;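 active = inhibition above a set limit, the median over all tested compounds plus 3 SD, cut at about 9.5% in these data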;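 note: enzyme runs in reverse so mevalonate oxidation gives rising NADPH absorbance; 0% = complete reaction with DMSO and 100% = background rate lacking mevalonate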
# Lmaj promast: Leishmania major promastigote growth inhibition. AID 1063. inhibition, % at 10 µM. Leishmania major promastigotes, resazurin fluorescence viability. 200,000 tested, 9% active; in the data active = inhibition above about 50%;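 note: promastigotes grown with compound for 44 hours at 28 °C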
# Starred values were filed as active, the others as inactive; / = no result given.
SMILES,Hsp70 act,TNAP inh hi DEA,RAM inhibit,TNAP inh noacc,PMI act hi M6P,S1P3 antag,PMI act,DTT redox prof,Efa HMGR inh,Lmaj promast
CCS(=O)(=O)N1Cc2ccccc2CC1C(=O)NC(C)C12CC3CC(CC(C3)C1)C2 (centres undefined),-0.6,-3.1,3.4,-1.3,0.9,/,0.8,0.1,-2.1,2.5
O=C(CSc1nc2nn(-c3ccccc3)c(=O)c-2c2n1CCCCC2)NCCc1ccccc1,-0.2,-5.9,0.5,-10.7,1.1,-15.0,1,-0.6,-0.5,-2.4
N#CC1=C(N)Oc2cc(N)ccc2C1C1CC=CCC1 (centres undefined),-0.4,-3.2,0.9,-4.3,0.6,-19.5,0.8,0.0,-3.2,4.6
O=C(NC(=S)Nc1ccccc1N1CCCCC1)c1cccs1,-0.1,0.2,1.7,-8.3,1,-11.6,0.9,0.0,-1.4,91.3*
S=C(NCCc1ccccc1)N1CCn2cccc2C1c1ccncc1 (centres undefined),-0.2,-2.5,2.1,-5.2,0.7,-3.1,0.9,-0.3,6.5,81.9*
COc1ccc(N2C(=O)CCC(C(=O)N3CCOCC3)C2c2ccc(F)cc2)cc1 (centres undefined),-0.2,-5.8,-0.1,-17.2,0.9,/,0.9,1.7,-1.9,-7.6
Cc1ccc(C(=O)COC(=O)c2ccc(O)cc2)cc1,2.6,-5.3,3.1,-3.7,0.9,-15.0,1,-1.1,-7.0,-9.0
COc1ccc(CN(C(=O)c2ccc(-c3ccccc3)[nH]2)C(C(=O)NC(C)(C)C)c2ccncc2)cc1 (centres undefined),0.1,-2.0,-0.5,-6.0,1,-5.8,1,0.2,-3.8,93.4*
S=C(Nc1ccc(Cc2ccncc2)cc1)Nc1cccc(Cl)c1,-0.3,-1.6,-0.1,2.4,1,1.7,1,-1.9,0.8,1.1
Cc1c(Cl)cccc1NC(=S)N(Cc1ccco1)C(C)c1ccccn1 (centres undefined),-0.3,-1.2,1.4,-2.7,0.8,-34.3,0.9,-1.1,-3.1,27.8
Cn1c(=O)[nH]c(=O)c2c1nc(CN1CCN(c3ccccc3F)CC1)n2CCCc1ccccc1,-0.2,0.3,3.8,-5.0,0.9,4.8,1,0.2,-2.0,-2.8
O=C(CSCC(=O)Nc1cccc([N+](=O)[O-])c1)Nc1ccccc1,-0.3,-3.6,0.6,-4.9,1,-5.8,0.9,0.3,-6.6,4.2
CCCCNC(=O)C1CC(=O)N(CCC(C)C)C1 (centres undefined),-0.3,0.6,0.7,-6.8,1,-8.1,0.9,-12.3,0.8,1.4
Cc1cnc(C(=O)OCC(=O)Nc2cccc(Cl)c2)cn1,-0.4,-4.0,1.0,-11.3,0.9,/,0.9,1.8,-2.4,-5.3
CC[n+]1c(/C=C/c2ccc(N(C)C)cc2)ccc2ccccc21,-0.3,59.6*,4.6,60.0*,1,14.3,0.7,1.2,3.1,100.4*

# Whole records, looked up by structure. Screens in order: Hsp70 act	TNAP inh hi DEA	RAM inhibit	TNAP inh noacc	PMI act hi M6P	S1P3 antag	PMI act	DTT redox prof	Efa HMGR inh	Lmaj promast
# `Cc1cnc(C(=O)OCC(=O)Nc2cccc(Cl)c2)cn1` in the list: -0.4	-4.0	1.0	-11.3	0.9	/	0.9	1.8	-2.4	-5.3
# `N#CC1=C(N)Oc2cc(N)ccc2C1C1CC=CCC1` (centres undefined) in the list: -0.4	-3.2	0.9	-4.3	0.6	-19.5	0.8	0.0	-3.2	4.6
# `CCCCNC(=O)C1CC(=O)N(CCC(C)C)C1` (centres undefined) in the list: -0.3	0.6	0.7	-6.8	1	-8.1	0.9	-12.3	0.8	1.4

# (list continues)
SMILES,Hsp70 act,TNAP inh hi DEA,RAM inhibit,TNAP inh noacc,PMI act hi M6P,S1P3 antag,PMI act,DTT redox prof,Efa HMGR inh,Lmaj promast
CC(C)C(=O)OC/C(O)=C(\C#N)c1nc2ccccc2[nH]1,-0.3,-0.2,4.5,-16.0,0.7,-2.2,1,0.1,0.3,3.7
O=S(=O)(/N=C(\c1ccc(Cl)cc1)N1CCOCC1)c1ccccc1,1.2,1.5,0.1,-4.0,0.9,-6.8,0.9,-0.1,-7.4,-3.3
Cc1ccsc1/C=N/n1c(=S)[nH]nc(C)c1=O,-0.3,-2.4,3.0,-25.9,1,0.4,1,-0.5,-2.0,99.0*
COCc1cccc(NC(=O)CCc2ccccc2)c1,-0.1,-2.5,-0.6,-9.4,1,-7.9,1,-0.3,-1.4,-7.6
Clc1ccc(Cn2cc(/C=N/n3cnnc3)c3ccccc32)c(Cl)c1,0.5,-8.2,2.0,1.6,1.2,/,1.1,-0.8,-2.1,33.6
O=C(c1cccnc1)N1CCC(Oc2ccc(C(=O)N3CCCC(O)C3)cc2)CC1 (centres undefined),-0.3,-1.2,-1.3,2.9,1.1,-17.8,1,0.5,0.8,0.1
COc1ccc(NC(=O)C2C3CCC4C(CCC32)C4(Cl)Cl)cc1 (centres undefined),-0.2,-7.5,1.9,-15.9,1,18.1,1,0.2,-1.3,-8.9
COc1ccc(-c2nc(N=Nc3ccc(O)cc3)n[nH]2)cc1,-0.4,28.7,0.2,74.3*,1,-5.5,1,0.4,0.8,-1.9
CSc1ccc(CNc2ccc(C)cc2)cc1,0.0,1.7,1.5,-5.7,0.9,/,0.9,-4.0,1.2,99.9*
Cc1nccn1CC(=O)N/N=C/c1cccc(O)c1,-0.4,2.4,1.9,-0.9,0.9,6.7,0.9,0.0,1.7,61.2*
COc1ccccc1N1CCN(CC(=O)c2c(C)[nH]c3cc(C)ccc23)CC1,-0.1,-6.6,-0.7,-8.1,0.9,7.4,0.8,2.5,1.3,19.1
Nn1cnn(Cc2ccccc2)c1=S,-0.3,-1.9,0.8,-9.0,0.8,0.3,0.8,3.1,-0.3,-2.7
COc1cc(OC)cc(C(=O)N[C@H](C(=O)Nc2ccccc2N2CCOCC2)C(C)C)c1,-0.5,-4.5,1.4,-2.3,0.9,/,0.9,-0.4,-4.2,-0.2
CCOc1ccc(C(=O)Nc2cccc(C(=O)O)c2)cc1Cl,-0.3,-3.9,2.8,-7.2,1,-0.4,1,0.4,-1.1,-6.9
CCN(CC)S(=O)(=O)c1ccc(/C=C/C(=O)Nc2ccc(Br)cc2F)cc1,-0.3,-1.0,1.8,-7.7,1,-8.5,0.9,-0.4,-2.0,98.5*
CCCC(=O)NC(c1ccc(OC)c(OC)c1)c1c(O)ccc2ccccc12 (centres undefined),-0.4,-1.8,-0.3,-8.7,0.8,/,0.8,-0.9,1.9,99.7*
O=C(O)C(C(=O)/C=C/c1ccco1)=C1SCCS1,-0.1,2.9,0.9,-3.7,1.2,/,0.9,0.1,-0.7,-5.6
Nc1c(C(=O)NCc2ccco2)nnn1-c1ccccc1,0.5,-3.5,1.3,1.0,1.1,-57.2,1.1,1.6,0.4,-5.1
C1=CC2CC1CC2CNCc1ccco1 (centres undefined),-0.1,-3.5,-0.8,-12.5,1.1,-15.3,1,-0.9,-5.9,15.8
Cc1ccc(C(C(=O)NC2CCCC2)N(C(=O)Cc2cccs2)c2ccc3c(c2)OCCO3)cc1 (centres undefined),-0.1,1.5,1.9,-2.8,1,/,1,0.3,0.6,16.4
CC(C)N1C(=O)CCC1C(=O)NC1CCCC1 (centres undefined),-0.3,-4.1,1.4,-8.8,1,8.7,1,-0.4,-3.2,-3.3
CCOC(=O)c1c(C)[nH]c(C(=O)COC(=O)CCSc2ccccc2)c1C,-0.2,-4.3,9.5*,-9.6,1,-24.0,1,-1.0,0.0,-2.9
Cc1ccccc1NC(=O)CN1CCC(NC(=O)Nc2ccccc2)CC1,-0.1,-3.0,1.9,-18.4,1,0.1,0.9,1.6,1.1,2.8
Cc1c(CN2CCC(CO)(CC3CCCCO3)CC2)cnn1C (centres undefined),-0.3,-0.3,0.4,-4.8,0.9,-9.6,0.9,-1.1,-5.6,-6.9
CC(C)(O)[C@@H]1Cc2c(ccc3ccc(=O)oc23)O1,0.1,-5.5,0.5,-11.0,1,-8.2,1.1,0.4,3.4,-4.8
COc1ccccc1/C=C\C=N\n1c(-c2ccc(Cl)cc2)n[nH]c1=S,-0.4,12.7,1.9,41.4,0.9,6.8,0.9,-0.6,-3.3,-3.1
Cc1ccc2cccc(Oc3ncnc4sc(C)c(C)c34)c2n1,-0.3,-3.4,-0.8,26.1,1,-15.4,1,-0.4,-3.7,89.5*
CCCCNC(=O)CCn1c(=S)[nH]c2cc3c(cc2c1=O)OCO3,-0.4,0.1,2.4,-7.0,1.1,/,1.1,2.2,0.5,-1.7
COc1ccc(NS(=O)(=O)c2cc(Cl)ccc2Cl)cc1S(=O)(=O)N1CCCCC1,-0.2,-4.6,2.3,-5.6,1,12.1,0.9,0.6,-10.1,4.7
CCc1nnc(NS(=O)(=O)c2ccc(NC(=O)COc3ccc(Cl)c(C)c3)cc2)s1,0.0,1.7,7.3,-2.1,1.2,3.2,1.2,-0.6,-5.0,-5.1

# Results in S1P3 antag, for 2 of the compounds above:
SMILES,S1P3 antag
CC(C)N1C(=O)CCC1C(=O)NC1CCCC1 (centres undefined),8.7
CCOC(=O)c1c(C)[nH]c(C(=O)COC(=O)CCSc2ccccc2)c1C,-24.0

# The listing picks up, repeating the 2 entries before the break.
SMILES,Hsp70 act,TNAP inh hi DEA,RAM inhibit,TNAP inh noacc,PMI act hi M6P,S1P3 antag,PMI act,DTT redox prof,Efa HMGR inh,Lmaj promast
COc1ccc(NS(=O)(=O)c2cc(Cl)ccc2Cl)cc1S(=O)(=O)N1CCCCC1,-0.2,-4.6,2.3,-5.6,1,12.1,0.9,0.6,-10.1,4.7
CCc1nnc(NS(=O)(=O)c2ccc(NC(=O)COc3ccc(Cl)c(C)c3)cc2)s1,0.0,1.7,7.3,-2.1,1.2,3.2,1.2,-0.6,-5.0,-5.1
COC(=O)COC(=O)c1ccccc1NC(=O)c1ccccc1,-0.2,-4.8,1.3,0.5,0.5,-22.2,0.9,0.3,-1.9,-6.0
Cc1ccc(CSc2nnc(-c3ccc(NS(=O)(=O)c4ccccc4)cc3)o2)cc1,-0.3,-0.1,6.2,2.8,0.8,-15.0,0.8,-0.7,-0.7,-0.3
CC1CN(S(=O)(=O)c2ccc(NC(=O)CCCN3C(=O)c4ccccc4C3=O)cc2)CC(C)O1 (centres undefined),-0.8,-2.6,2.8,-8.3,0.9,7.7,0.8,-1.7,1.0,-2.8
O=C(NCCN1CCCCC1)c1cc2ccccc2[nH]1,-0.3,-5.3,1.3,-3.0,1,-11.9,1.1,0.4,-2.3,-2.1
Cc1ccccc1N1CCN(C2=NC(=O)/C(=C\c3cccs3)S2)CC1,-0.3,-0.4,5.2,-6.4,0.9,-16.6,0.9,-0.2,-7.3,21.4
CCc1c(C)nc(SCC(=O)Nc2nc(-c3ccc(OC)cc3)cs2)[nH]c1=O,-0.4,-3.8,10.8*,-4.7,1,-1.4,0.9,0.2,-1.7,-7.3
